Screening data (PubChem BioAssay)
Diaph act CS: diaphorase activation or chemical reduction counter-screen. Diaphorase/resazurin coupled assay, resorufin fluorescence, 16 min; stronger effect = higher value; 1 = vehicle wells, 0 = NADH-free wells. activation factor at 20 µM. 190,000 tested, 0.005% active. AID 1229;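 active means diaphorase activity raised at least twofold by the compound at 20 µM; inactive means activation factor below 2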
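Measured by – red resorufin fluorescence at 544/590 nm excitation/emission · Test system – Clostridium kluyveri diaphorase, purified enzyme · Incubation – reaction time 16 min, room temperature · Buffer or medium – 50 mM HEPES pH 7.4 with 4.542 mM MgCl2, 0.005% Tween 20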
TNAP inh hiacc: blocks human TNAP under high phosphate acceptor concentration | purified TNAP, CDP-star luminescence, 1 M DEA | 200,000 tested, 0.03% active | inhibition, % at 20 µM | P05186;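 active means over 50% inhibition of tissue-nonspecific alkaline phosphatase at 20 µM in the single-dose screen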;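 further: plate controls were DMSO wells for no effect and EDTA-quenched wells as full inhibition for full effect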
Target sequence (P05186 whole entry, looked up): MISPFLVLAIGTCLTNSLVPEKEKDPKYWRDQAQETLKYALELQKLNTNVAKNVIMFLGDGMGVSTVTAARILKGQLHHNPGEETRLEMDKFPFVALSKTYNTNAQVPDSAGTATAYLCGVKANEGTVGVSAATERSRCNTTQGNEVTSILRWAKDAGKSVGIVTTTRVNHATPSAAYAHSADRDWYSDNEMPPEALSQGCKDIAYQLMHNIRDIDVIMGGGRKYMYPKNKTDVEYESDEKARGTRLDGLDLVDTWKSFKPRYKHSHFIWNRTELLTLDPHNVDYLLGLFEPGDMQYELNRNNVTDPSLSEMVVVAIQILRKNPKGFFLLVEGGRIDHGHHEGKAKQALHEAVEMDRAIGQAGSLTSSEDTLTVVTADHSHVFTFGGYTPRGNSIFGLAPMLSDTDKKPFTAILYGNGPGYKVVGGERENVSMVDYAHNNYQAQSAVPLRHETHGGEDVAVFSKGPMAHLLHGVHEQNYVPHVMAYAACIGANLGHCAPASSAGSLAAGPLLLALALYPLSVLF
PMI act hi M6P: PMI (human) activation, high substrate; P34949; coupled PMI enzyme assay, resazurin fluorescence, 20 min; stronger effect = higher value; 1 = untreated enzyme, 0 = substrate-free blank; activation factor at 20 µM; AID 1216; 190,000 tested, 0.34% active;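 active means activation factor of 2 or more at 20 µM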
Target sequence (P34949 whole entry, looked up): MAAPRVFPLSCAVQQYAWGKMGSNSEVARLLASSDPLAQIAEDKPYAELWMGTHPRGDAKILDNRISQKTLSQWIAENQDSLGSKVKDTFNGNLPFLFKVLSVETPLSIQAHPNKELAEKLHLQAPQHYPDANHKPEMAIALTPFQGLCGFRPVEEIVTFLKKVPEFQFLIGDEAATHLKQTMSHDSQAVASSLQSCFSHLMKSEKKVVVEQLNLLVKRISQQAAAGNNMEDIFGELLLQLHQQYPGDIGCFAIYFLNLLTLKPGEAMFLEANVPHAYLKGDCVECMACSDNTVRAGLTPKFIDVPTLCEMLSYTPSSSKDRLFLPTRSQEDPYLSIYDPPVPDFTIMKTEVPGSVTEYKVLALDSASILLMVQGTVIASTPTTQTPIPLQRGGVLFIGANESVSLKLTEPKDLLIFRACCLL
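Test system: human phosphomannose isomerase with PGI, G6PDH, diaphorase coupling enzymes / Doses: 20 µM compound, 1% DMSO / Times: enzyme reaction with compound 20 min at room temperature / Measured by: Diaphorase-driven resazurin-to-resorufin fluorescence, excitation 544, emission 590 nm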
Diaph inh CS: counter-screen for diaphorase-based assays: diaphorase inhibitors and chemical oxidizers; diaphorase resazurin-to-resorufin fluorescence, NADH, 16 min; bacterial (C. kluyveri) enzyme, not human; inhibition, % at 20 µM; 190,000 tested, 0.69% active; AID 1217;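 active means primary screen inhibition at 20 µM above a set limit, cut at about 50% in these data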;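 further: plate controls were DMSO with full reaction for no effect and wells lacking NADH for full effect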
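Assay system: diaphorase enzyme from Clostridium kluyveri; Input: enzyme working solution with 0.14 U/mL diaphorase; Timing: 16 min at room temperature; Technique: resorufin fluorescence, excitation 544 nm, emission 590 nm; Benchmarks: positive control minus NADH, DMSO neutral control.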
TNAP inh no acc: blocks human TNAP activity with no phosphate acceptor present; P05186; purified TNAP, CDP-star luminescence, 30 min; inhibition, % at 20 µM; 200,000 tested, 0.26% active;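 active means tissue-nonspecific alkaline phosphatase inhibition above about 50% at 20 µM in the single-dose screen, limit read from the data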;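 further: 0% = DMSO negative control and 100% = EDTA positive control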
TNAP act hi DEA: increases human TNAP activity under high phosphate acceptor concentration. 200,000 tested, under 10 active. purified TNAP, CDP-star luminescence, 1 M DEA, 30 min; stronger effect = higher value; 0 = EDTA background, 1 = DMSO-only activity. activation factor at 20 µM. P05186;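 active means activation factor at least 2 at 20 µM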
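Dosing: 20 µM single point. System: human TNAP. Amount: TNAP 1/800 final. Incubation: 30 min, room temperature. Read-out: TNAP activation factor scaled between EDTA and DMSO control wells. Signal: luminescence from CDP-star hydrolysis. Medium: 1 M DEA, pH 9.8, Mg2+, Zn2+. Control set: EDTA negative control, DMSO positive control.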
PMI act: phosphomannose isomerase (human) activation | P34949 | purified human PMI, coupled resazurin fluorescence, 20 min; stronger effect = higher value; 1 = vehicle control, 0 substrate-free wells | activation factor at 20 µM | 190,000 tested, 0.005% active;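 active means activation factor of 2 or more at 20 µM, relative to plate controls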
FLuc act counter: firefly luciferase counter-screen for stimulation assays; ATPlite luciferase biochemical, luminescence, 10 min; 0 = ATP-free wells, 1 = DMSO control; activation factor at 10 µM; 200,000 tested, under 10 active; P08659; AID 1027;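 active means luciferase activation factor, scaled between plate controls, of at least 2 with compound at 10 µM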
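Assay system: Luciferase/luciferin detection reagent, cell-free biochemical luciferase assay / Read-out: luciferase activation / Benchmarks: No-ATP low control, compound-free enzyme-plus-ATP high control / Medium: PBS buffer for ATP / Detection: luminescence measurement of luciferase light output / Schedule: 10 min at ambient temperature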
G6PDH CS: L. mesenteroides G6PDH inhibition counter-screen; 200,000 tested, 0.12% active; inhibition, % at 5 µM; Purified L. mesenteroides G6PDH, diaphorase/resazurin coupled fluorescence, 45 min; in the data active means inhibition above about 50%
Efa HMGR inh: inhibitors of class II HMG-CoA reductase from Enterococcus faecalis; purified E. faecalis HMGR, NADPH absorbance 340 nm kinetic; inhibition, % at 10 µM; 190,000 tested, 0.41% active;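 active means inhibition above a set limit, the median over all tested compounds plus 3 SD, cut at about 9.5% in these data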;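 further: enzyme runs in reverse so mevalonate oxidation gives rising NADPH absorbance; 0% = complete reaction with DMSO and 100% = background rate lacking mevalonate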
* = called active by the depositor; x = not tested or not shown. An excerpt; count on the stated rates, not on these rows.

SMILES	Diaph act CS	TNAP inh hiacc	PMI act hi M6P	Diaph inh CS	TNAP inh no acc	TNAP act hi DEA	PMI act	FLuc act counter	G6PDH CS	Efa HMGR inh
O=C1C2CCN(CC2)[C@@H]1Cc1ccc2ccccc2c1O	0.9	2	0.9	9	-5	1	0.7	0.9	-11	-2
CN1CCC2(CC1)N=C(c1ccc(F)cc1)C(=S)N2	0.9	-2	0.9	8	-5	1	1	1	6	0
O=C1NC(=O)N(Cc2ccccc2Cl)C(=O)/C1=C/c1cccs1	0.8	-5	1	16	-16	1.1	1	1	0	1
O=C(c1ccc2c(c1)OCO2)C1CCCN(CC2CCCCC2)C1 (configuration not stated)	0.7	-9	0.9	25	-6	1.1	0.9	1	9	-3
CN(C)C(=O)CSc1nnc([C@@H](N)Cc2ccccc2)o1	1	-5	1.2	0	2	1.1	1.2	1	11	-6
CC(C)(C)C(=O)OCC12CCC(O1)C1(C)C(=O)OCC21 (configuration not stated)	0.9	-7	0.9	13	-15	1.1	0.9	1	21	-7
CN1C(=O)/C(=C/c2cccn2-c2ccc3ccccc3c2)C(=O)NC1=S	0.8	2	1.3	16	19	1	1	1.1	5	1
O=C1NC(=S)NC(=O)C1=Cc1cccn1-c1ccc(O)cc1	0.7	22	1	33	43	0.8	1	1	8	-2
CC1(C)OC1COc1c2occc2cc2ccc(=O)oc12 (configuration not stated)	0.9	-3	1.1	6	-5	1	1.1	1.1	12	2
COc1cc(/C=N/NC(=O)CN2CC(c3ccccc3)CC2=O)ccc1OC(=O)N(C)C (configuration not stated)	0.8	-4	0.9	16	-9	1	0.9	1	2	3
Cn1c(O)c(/C=N/c2ncccn2)c(=O)n(C)c1=O	0.9	-6	1.1	5	-7	1.1	1	1	-2	2
Cc1c(N)c(C)c([N+](=O)[O-])c(C)c1[N+](=O)[O-]	0.9	-5	1	15	-8	1	1	1.1	2	-1
O=Cc1cn(Cc2ccccc2[N+](=O)[O-])c2ccccc12	0.9	-6	1	12	-9	1.1	0.9	1	6	-1
CC(C)(C)NS(=O)(=O)c1ccc(OCC(=O)N2CCN(Cc3ccccc3)CC2)cc1	1	-2	1	2	-3	1	0.9	1.1	3	-6
CCCCCCn1c(=O)c(C(=O)Nc2nnc(C)s2)c(O)c2ccccc21	x	0	x	x	-1	1	x	1	12	0
O=P(O)(O)Cc1c(Cl)cccc1Cl	0.9	0	1.1	10	4	1	1	1	-1	-4
CN(C)c1ccc(/C=C/C=C2/C(=O)NC(=O)N(c3ccccc3)C2=O)cc1	0.6	51*	0.5	38	54*	0.5	0.7	0.5	13	-3
CCOc1ccccc1N1C(=O)NC(=O)C(CCc2ccncc2)(CCc2ccncc2)C1=O	1	-1	1.1	1	-5	1	1.1	1.1	-3	-8
COc1ccc(OC)c(-n2c(O)c(C=Nc3c(C)n(C)n(-c4ccccc4)c3=O)c(=O)[nH]c2=O)c1	1	3	1	4	-2	1	1	1	13	-4
CCOC(=O)C(O)(c1ccc(NC(=S)NC(=O)c2ccc(Cl)cc2Cl)c(C)c1)C(F)(F)F (configuration not stated)	0.7	11	0.9	28	0	0.9	0.8	1	1	-5
CCOC(=O)C1(c2ccccc2)CCN(Cc2cccc(C(=O)O)c2)CC1	0.9	-8	1.1	5	-6	1.1	1.1	1	13	-10
COC(=O)c1ccc(-n2c(C)nc3ccccc3c2=O)cc1	0.9	-8	1	14	-10	1.1	0.9	1.1	1	-1
CC(C)CC1C(C#N)=C(N)Oc2c1c(=O)oc1ccccc21 (configuration not stated)	0.9	-6	1	11	-16	1.1	1.1	1.1	1	-3
CC(C)C1(C)N=C(c2ncccc2C(=O)O)NC1=O (configuration not stated)	0.8	-6	1.1	21	3	1.1	0.9	1.1	0	2
COC(=NC1CCCCC1)C(O)c1c[nH]c2ccccc12 (configuration not stated)	1	-9	1.1	2	-4	1.1	1.1	1	18	0
OC(c1ccccc1)(c1ccccc1)c1ccncc1	1	2	1	4	-9	1	0.9	1	-1	-8
CCCC(=O)OCC[N+](C)(C)C	0.9	-4	1	10	-11	1	1	1	6	-1
CCOC(=O)c1ccc(N=Cc2c(O)n(-c3ccc(OC)cc3)c(=S)[nH]c2=O)cc1	0.9	-4	0.5	7	1	1	0.7	1	15	-2
CN1CCN(c2ncc(C=O)s2)CC1	1	-4	1	-2	-14	1	1	1	3	0
Cc1nc2ccc(Cl)cc2c(-c2ccccc2)c1C(=O)O	0.9	-5	1.1	8	-8	1.1	1.1	1.1	-7	-1
CCCCn1c(C)c(C(=O)O)c2cc(OC)ccc21	0.9	3	1	10	-7	1	0.9	1	9	-4
CN(C)C1=NP(N(C)C)(N(C)C)=NC(c2ccccc2)=N1	1	-7	1	-2	-7	1.1	1	1	19	-1
O=C(O)C1CN2CCC1CC2 (configuration not stated)	0.8	-5	1	20	-11	1.1	1	1	-4	-1
CCOC(=O)c1c(C)n(CC(O)CN2CCOCC2)c2cc(Br)c(OC)cc12 (configuration not stated)	0.9	-1	1	14	5	1	1	1	5	-1
CN1C(=O)/C(=C\N2CCc3ccccc32)C(=O)NC1=S	0.7	6	0.8	25	-7	0.9	1	1	5	3
CCC12CN3CCN(CC(C3)/C1=N/NC(N)=O)C2	0.9	-5	1	9	-13	1.1	1.1	1.1	-1	-5
Cc1cccc(-n2c(O)c(C)c(=O)[nH]c2=S)c1	0.8	-8	1.2	16	-19	1.1	1.1	1.1	4	-4
Cc1ccc2c(c1)c(=O)c1c3n2CCN(CC2CO2)C3CC1 (configuration not stated)	0.9	-1	1	10	-6	1	0.9	1	6	4
O=C(CN1C2CCC1CC(O)(c1cccnc1)C2)Nc1ccc2c(c1)OCO2 (configuration not stated)	1	-4	1	5	-16	1	1	1.1	-12	2
CCCCn1c(O)c(C(C)=NC(C)c2ccccc2)c(=O)[nH]c1=O (configuration not stated)	1	-3	1	-2	-2	1	0.9	1.1	3	-6
Cc1cc(OCC(=O)OC(C)(C)C)c2c3c(c(=O)oc2c1)CCC3	1.2	-4	1.2	-17	-10	1	1.1	1.1	2	x
c1ccc2sc(N3CCNCC3)nc2c1	1.1	-4	1	-6	-7	1	1	1.1	6	-7
Oc1ccc(/C=N/NP(=S)(c2ccccc2)c2ccccc2)cc1O	0.4	18	0.4	58*	77*	0.8	0.4	1	15	-5
N=c1sccn1Cc1ccc(Cl)cc1Cl	1.1	-1	1	-7	-2	1	1.1	1	7	-13
Cc1nc2cc(-c3cccc(F)c3)nn2c(C)c1CCC(=O)N1CCC2(CC1)OCCO2	0.8	-6	0.9	21	-1	1.1	1	1.1	8	-3

Fetched by compound from above (2):
SMILES	Diaph act CS	TNAP inh hiacc	PMI act hi M6P	Diaph inh CS	TNAP inh no acc	TNAP act hi DEA	PMI act	FLuc act counter	G6PDH CS	Efa HMGR inh
Cc1nc2cc(-c3cccc(F)c3)nn2c(C)c1CCC(=O)N1CCC2(CC1)OCCO2	0.8	-6	0.9	21	-1	1.1	1	1.1	8	-3
c1ccc2sc(N3CCNCC3)nc2c1	1.1	-4	1	-6	-7	1	1	1.1	6	-7

Only PMI act, Efa HMGR inh and FLuc act counter (4 entries from above):
mol	PMI act	Efa HMGR inh	FLuc act counter
CCCCn1c(O)c(C(C)=NC(C)c2ccccc2)c(=O)[nH]c1=O (configuration not stated)	0.9	-6	1.1
Cc1cc(OCC(=O)OC(C)(C)C)c2c3c(c(=O)oc2c1)CCC3	1.1	x	1.1
c1ccc2sc(N3CCNCC3)nc2c1	1	-7	1.1
Oc1ccc(/C=N/NP(=S)(c2ccccc2)c2ccccc2)cc1O	0.4	-5	1

Going on with the list:
SMILES	Diaph act CS	TNAP inh hiacc	PMI act hi M6P	Diaph inh CS	TNAP inh no acc	TNAP act hi DEA	PMI act	FLuc act counter	G6PDH CS	Efa HMGR inh
c1ccc(-c2nc(N3CCOCC3)s[n+]2-c2ccccc2)cc1	0.9	-5	0.9	6	-1	1	0.6	0.8	-1	0
OC(CNC1CCCCC1)c1ccccc1 (configuration not stated)	0.9	-2	1.1	6	-1	1	0.9	1.1	13	-4
COc1cccc(C2(O)CCN(CC(=O)Nc3nc(C)cs3)CC2)c1	1	-3	1	-3	-8	1	1.1	1	8	-3
CC(C)[C@]12O[C@H]1[C@@H]1O[C@]13[C@]1(O[C@H]1C[C@H]1C4=C(CC[C@@]13C)C(=O)OC4)[C@@H]2O	1	-7	1.1	-2	-11	1.1	1.1	1	2	4
Cc1cc(/C=C2\C(=O)NC(=O)N(c3ccc(F)cc3)C2=O)c(C)n1-c1cccc(C(=O)O)c1	0.9	2	1.2	14	8	1	1.3	1.1	14	-14
COc1ccccc1OCCCn1cc(C(=O)C2CC2)c2ccccc21	0.8	-5	0.8	23	-7	1	0.8	1	19	-7
N#Cc1ccccc1Cn1cc(C(=O)C2CC2)c2ccccc21	0.8	-1	0.9	24	-6	1	0.8	1	-7	-3
CCCCN1C(=O)/C(=C/c2ccc(N(C)C)cc2)C(=O)N(Cc2ccco2)C1=O	0.8	-5	1.3	21	8	1	1.2	1.1	1	-4
COc1ccc(OC)c(C(c2c(O)c3ccccc3oc2=O)c2c(C)n(C)n(-c3ccccc3)c2=O)c1 (configuration not stated)	0.9	-3	1.1	7	5	1	1.1	1.1	-2	0
Cc1ccc(OCC(=O)N2CCN(C3CCC(c4ccccc4)CC3)CC2)cc1 (configuration not stated)	0.8	-6	0.9	15	0	1.1	0.9	1.1	18	-5
O=[N+]([O-])c1cccc(CN2CCN(Cc3ccc(Cl)cc3)CC2)c1	1	-8	0.8	0	-4	1.1	0.9	1.1	6	-4
O=P(c1ccccc1)(c1ccccc1)N1CCCCC1	0.9	-7	1.1	6	-16	1.1	1.1	1.1	-5	-7
CCOc1ccc(-n2c(O)c(N=Nc3ccc([N+](=O)[O-])cc3)c(=O)[nH]c2=O)cc1	0.9	20	1	11	16	0.8	1.1	1	2	-3
Cc1cc(C(=O)CS(=O)(=O)c2ccc(F)cc2)cc(C)c1OC(=O)N(C)C	0.8	-1	0.9	19	-5	1	0.9	0.4	15	3
Cc1ccc(N2C(=O)NC(=O)/C(=C\c3ccc(N4CCOCC4)cc3)C2=O)cc1	1	-2	1.3	1	-6	1	1.3	1	1	3
CN(C)C1=NC(N(C)C)=NP(N(C)C)(N(C)C)=N1	1	-8	1.1	4	-2	1.1	1.1	1.1	4	-1
CC#CP(=O)(OC)C(O)(CF)c1ccccc1 (configuration not stated)	1	1	1.2	-1	-6	1	1.2	1	0	-1
